proCasp3 act: activates human procaspase-3 | P42574 | recombinant procaspase-3 D3A, Ac-DEVD-pNA absorbance 405 nm | activation, % at 8.5 µM | 330,000 compounds, 0.11% hits | AID 463141;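 active = activation above the mean of all tested compounds plus 3 SD, cut at about 21% in these data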;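 also: 0% = DMSO alone and 100% = DMSO wells spiked with extra 5 µM PC-3 D3A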
Target sequence (P42574 whole entry D9A/D28A/D175A): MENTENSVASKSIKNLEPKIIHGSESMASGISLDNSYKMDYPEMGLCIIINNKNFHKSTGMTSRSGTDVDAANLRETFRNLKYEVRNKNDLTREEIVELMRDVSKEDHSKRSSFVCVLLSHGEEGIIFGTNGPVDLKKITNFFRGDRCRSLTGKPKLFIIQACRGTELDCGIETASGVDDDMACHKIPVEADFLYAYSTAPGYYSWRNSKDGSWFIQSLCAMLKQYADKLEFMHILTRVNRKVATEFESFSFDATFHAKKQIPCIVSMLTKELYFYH
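Technique: 405 nm absorbance of p-nitroaniline, reads at 0 and 120 min; Test system: Procaspase-3 D3A mutant; Incubation: 1 h enzyme-compound preincubation, then 2 h substrate reaction, 25 °C; Repeats: singlicate, each compound tested once; Benchmarks: low control DMSO wells, high control DMSO plus 5 µM PC-3 D3A.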
proCasp7 act: activates human procaspase-7, counter-screen for procaspase-3 activators | P55210 | recombinant procaspase-7, Ac-DEVD-pNA absorbance 405 nm; D23A/D198A/D206A triple mutant, cannot self-cleave; scale: DMSO 0, 5 µM enzyme 100 | activation, % at 8.5 µM | 330,000 compounds, 0.093% hits;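 active = percent activation above the screen-wide mean plus 3 SD, cut at about 25% in these data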
Target sequence (P55210 whole entry D23A/D198A/D206A): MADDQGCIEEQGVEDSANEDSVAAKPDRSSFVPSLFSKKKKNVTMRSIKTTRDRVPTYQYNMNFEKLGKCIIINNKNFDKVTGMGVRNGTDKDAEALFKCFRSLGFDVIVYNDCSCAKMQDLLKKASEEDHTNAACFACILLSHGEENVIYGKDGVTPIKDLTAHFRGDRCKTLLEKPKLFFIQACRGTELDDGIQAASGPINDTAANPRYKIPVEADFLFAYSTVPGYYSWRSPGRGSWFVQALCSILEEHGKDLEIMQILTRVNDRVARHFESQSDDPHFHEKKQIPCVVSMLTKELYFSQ
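Detection: p-Nitroaniline absorbance at 405 nm, read at 0 and 120 min; system: Uncleavable procaspase-7 mutant enzyme; evaluation: % activation from two-timepoint absorbance difference, scaled to controls; times: 1 h enzyme–compound preincubation and 2 h substrate reaction, both 25 °C; buffer or medium: Zinc-free HEPES pH 7.4 with 300 mM NaCl, 0.01% Triton X-100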
TPT1 inhibitor: blocks Candida albicans tRNA 2'-phosphotransferase | recombinant caTPT1, FP RNA substrate dephosphorylation | inhibition, % at 5 µM | 300,000 compounds, 0.81% hits;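 active = inhibition above the mean of all tested compounds plus 3 SD, set per screening campaign, cut at about 24% in these data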;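 also: plate controls were DMSO alone for no effect and ferristatin control at 100 nM for full effect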
core dimer inh: HCV core protein dimerization inhibition; TR-FRET GST/Flag-core106 dimerization, 1536-well; inhibition, % at 5 µM; 300,000 compounds, 0.33% hits;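 active = inhibition above the mean of all tested compounds plus 3 SD, set per screening campaign, cut at about 45% in these data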
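Assay system: GST-tagged and Flag-tagged HCV core protein residues 1-106 / Times: compound-protein-antibody incubation 4 h at 22.5 °C / Signal: time-resolved FRET, ex 340 nm, em 617 and 671 nm / Evaluation: % inhibition based on acceptor/donor emission ratio / Benchmarks: wells lacking GST-core106 and wells with excess unlabelled core106 / Repeats: singlicate, one well per compound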
Efflux pump inh: inhibitors of Candida antifungal efflux pumps expressed in yeast. S. cerevisiae Candida pump triplex, Nile Red efflux. inhibition, % at 10 µM. 330,000 compounds, 0.44% hits;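 active = plate passing quality check with inhibition over a set limit, or well fluorescence over plate mean plus 4 SD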;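 also: Nile Red retained in pooled yeast measured as flow cytometry median fluorescence; 0% = buffer negative control and 100% = Enniatin B positive control; higher means more Nile Red kept so more efflux inhibition; some compounds called inactive have numbers as strong as hits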
CTSL1 counter: counter-screen for PFM18AAP inhibitors: inhibitors of F. hepatica cathepsin L1 | inhibition, % at 5.96 µM | recombinant F. hepatica cathepsin L1, Z-Leu-Arg-MCA fluorescence | 300,000 compounds, 0.49% hits;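 active = inhibition above the mean of all tested compounds plus 3 SD, set per screening campaign, cut at about 17% in these data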;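 also: 0% = plate median of test compound wells and 100% = 1 µM Z-Phe-Ala-diazomethylketone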
PP1 inh: blocks human PP1-alpha phosphatase, a PP5 counter-screen | P62136 | 320,000 compounds, 0.9% hits | purified PP1alpha, OMFP fluorescence | inhibition, % at 6.7 µM;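 active = inhibition above the mean inhibition of all tested compounds plus 3 SD, computed separately for each screening campaign, cut at about 15% in these data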
Target sequence (P62136 whole entry, looked up): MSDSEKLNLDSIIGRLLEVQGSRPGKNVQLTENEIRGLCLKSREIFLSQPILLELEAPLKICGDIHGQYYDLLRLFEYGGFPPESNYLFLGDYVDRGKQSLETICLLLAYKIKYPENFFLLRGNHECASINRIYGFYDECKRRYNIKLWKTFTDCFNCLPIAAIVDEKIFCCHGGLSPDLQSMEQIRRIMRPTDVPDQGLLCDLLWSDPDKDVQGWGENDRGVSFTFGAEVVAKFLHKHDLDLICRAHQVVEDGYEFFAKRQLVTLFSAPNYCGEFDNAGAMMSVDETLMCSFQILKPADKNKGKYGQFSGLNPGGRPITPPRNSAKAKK
JMJD2C inh: human JMJD2C demethylase inhibition; inhibition, % at 2.35 µM; Q9H3R0; GST-JMJD2C(1-420) H3K9me3 demethylation, DELFIA europium; 330,000 compounds, 0.069% hits;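 active = more than half of a compound's replicate wells show inhibition beyond 50%, single wells judged on their own value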;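 also: signal counts dimethyl H3K9 product captured on neutravidin plate; 0% = median of DMSO wells and 100% = 0.3 times that DMSO median; strong numbers were not always called active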
PP5 primary: inhibitors of human protein phosphatase 5 (PP5); P53041; purified PP5c, OMFP substrate fluorescence; inhibition, % at 6.7 µM; 320,000 compounds, 0.18% hits;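 active = inhibition above the campaign's mean inhibition across all tested compounds plus 3 SD, cut at about 9.5% in these data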;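 also: 0% = DMSO only and 100% = 100 µM cantharidin control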
An asterisk follows results filed as active; . = no result given.

The line under a structure holds: proCasp3 act, proCasp7 act, TPT1 inhibitor, core dimer inh, Efflux pump inh, CTSL1 counter, PP1 inh, JMJD2C inh, PP5 primary
1. CC(NC(=O)CNC(=O)c1ccco1)c1ccccc1 (configuration not stated)
  -12, 5, -1, -7, 0.4, -6, 3, -7, 0.7
2. CC(=O)N1CCN(C(=O)C(Cc2ccccc2)NC(=O)c2ccccc2)CC1 (configuration not stated)
  9, 0, ., ., -0.1, ., -3, -2, -1.6
3. CCC(C)(C)NC(=O)C(c1ccc(OC)cc1)N(C(=O)CCC(=O)Nc1cc(C)on1)c1ccc(OC)c(OC)c1 (configuration not stated)
  5, -4, 2, 2, 0.2, 1, 0, -1, 3.1
4. Oc1[nH]c2ccccc2c1/C=N/N1CCCCC1
  1, -15, -3, 0, 6.7*, 5, -1, 15, 1.4
5. C[C@H](N=C1NS(=O)(=O)c2ccccc21)C(=O)OCc1cc([N+](=O)[O-])cc2c1OCOC2
  11, 4, 1, 0, 0.1, -1, 3, 1, -0.3
6. CSc1ncc(C(=O)Nc2ccc(C)cc2C)c(C)n1
  -4, 0, 1, -1, 0.1, 1, -2, 5, -1.6
7. O=C(CCc1nnc2n(Cc3ccc(F)cc3)c(=O)c3ccccc3n12)NCCN1CCOCC1
  -5, -2, -3, -3, -0.2, 2, -1, 5, -1.9
8. Cc1ccc(N(CC(=O)NCc2ccc3c(c2)OCO3)S(C)(=O)=O)cc1
  -5, 2, 0, 0, -0.1, 1, 2, -6, 0.2
9. COc1ccc(-c2cc(C)no2)cc1S(=O)(=O)N(C)Cc1ccco1
  1, 10, -1, 2, -0.1, -2, -1, -2, -1.0
10. Cc1ccccc1C(C(=O)NCc1ccccc1)N(Cc1ccco1)C(=O)c1ccccn1 (configuration not stated)
  -7, 5, -3, 6, -0.1, 1, -1, -6, 6.2

Remaining list, next part.
The line under a structure holds: proCasp3 act, proCasp7 act, TPT1 inhibitor, core dimer inh, Efflux pump inh, CTSL1 counter, PP1 inh, JMJD2C inh, PP5 primary
11. CCN(CC)C(=O)CSc1nc2cc(OC)c(OC)cc2c(=O)n1Cc1ccc(Cl)cc1
  4, -11, -4, 11, 0.3, 7, 2, 0, 3.0
12. COc1ccc(C(=O)Nc2nnc(SCC(=O)NCc3ccco3)s2)c(OC)c1
  -4, 3, -2, 5, -0.3, 0, -1, 2, 3.0
13. C[C@H](CO)N1C[C@H](C)[C@@H](CN(C)Cc2ccc3c(c2)OCO3)Oc2c(NC(=O)C3CC3)cccc2C1=O
  -1, 3, ., ., 0.3, ., ., -5, .
14. COc1ccc(S(=O)(=O)CCC(=O)N(C)c2ccc(OC)cc2OC)cc1
  3, -2, 0, 1, 0.1, -2, -6, 6, -4.2
15. Cc1cc(=O)n2c3ccccc3n(CC(O)CN3CCN(CCO)CC3)c2c1C#N (configuration not stated)
  -2, 10, -2, 1, -0.1, 2, -4, -2, 1.1
16. CC(C)C(=O)Nc1cccc(C(=O)Nc2nnc(C(C)C)s2)c1
  0, -14, -3, -8, 0.1, -2, -2, -1, 0.8
17. CCN(Cc1nc2ccccc2c(=O)[nH]1)C(=O)c1ccc(C)c(NC(=O)c2ccco2)c1
  -2, 0, ., ., 0.0, ., -1, 0, 0.5
18. CCCn1nc(NC(=O)c2cccs2)c2cc3ccccc3nc21
  -15, -12, -2, -21, 0.0, 5, 0, -2, 6.4
19. CCC(C)(C)NC(=O)C(c1ccc(C)cc1)N(Cc1ccco1)C(=O)Cn1nnc2ccccc21 (configuration not stated)
  0, -3, -2, 9, 0.0, 4, -4, -5, -1.8
20. COCCn1c(SCc2nc3ccccc3c(=O)[nH]2)nnc1-c1ccncc1
  -9, -5, -4, 1, -0.1, -3, 0, 14, 1.1

Laid out differently: results already given
11. CCN(CC)C(=O)CSc1nc2cc(OC)c(OC)cc2c(=O)n1Cc1ccc(Cl)cc1
12. COc1ccc(C(=O)Nc2nnc(SCC(=O)NCc3ccco3)s2)c(OC)c1
13. C[C@H](CO)N1C[C@H](C)[C@@H](CN(C)Cc2ccc3c(c2)OCO3)Oc2c(NC(=O)C3CC3)cccc2C1=O
14. COc1ccc(S(=O)(=O)CCC(=O)N(C)c2ccc(OC)cc2OC)cc1
15. Cc1cc(=O)n2c3ccccc3n(CC(O)CN3CCN(CCO)CC3)c2c1C#N (configuration not stated)
16. CC(C)C(=O)Nc1cccc(C(=O)Nc2nnc(C(C)C)s2)c1
17. CCN(Cc1nc2ccccc2c(=O)[nH]1)C(=O)c1ccc(C)c(NC(=O)c2ccco2)c1
18. CCCn1nc(NC(=O)c2cccs2)c2cc3ccccc3nc21
19. CCC(C)(C)NC(=O)C(c1ccc(C)cc1)N(Cc1ccco1)C(=O)Cn1nnc2ccccc21 (configuration not stated)
20. COCCn1c(SCc2nc3ccccc3c(=O)[nH]2)nnc1-c1ccncc1

screen / no.	11	12	13	14	15	16	17	18	19	20
proCasp3 act	4	-4	-1	3	-2	0	-2	-15	0	-9
proCasp7 act	-11	3	3	-2	10	-14	0	-12	-3	-5
TPT1 inhibitor	-4	-2	.	0	-2	-3	.	-2	-2	-4
core dimer inh	11	5	.	1	1	-8	.	-21	9	1
Efflux pump inh	0.3	-0.3	0.3	0.1	-0.1	0.1	0.0	0.0	0.0	-0.1
CTSL1 counter	7	0	.	-2	2	-2	.	5	4	-3
PP1 inh	2	-1	.	-6	-4	-2	-1	0	-4	0
JMJD2C inh	0	2	-5	6	-2	-1	0	-2	-5	14
PP5 primary	3.0	3.0	.	-4.2	1.1	0.8	0.5	6.4	-1.8	1.1

Continued:
The line under a structure holds: proCasp3 act, proCasp7 act, TPT1 inhibitor, core dimer inh, Efflux pump inh, CTSL1 counter, PP1 inh, JMJD2C inh, PP5 primary
21. CC(=O)C(=Nc1ccc(Cl)cc1Cl)NNc1cccc(Cl)c1
  -21, -31, -1, -2, 0.0, 3, -3, 2, 0.3
22. O=C(Nc1ccc(Cl)cc1)N(C1=NCCC1)c1ccc(OC(F)F)cc1
  6, -4, -2, 5, 0.0, 2, -5, 2, -0.3
23. COP(=O)(OC)c1nc(-c2cccc3ccccc23)oc1NCc1ccccc1
  7, 20, -2, 4, 0.2, 2, 2, -4, 1.6
24. O=C(c1ccc([N+](=O)[O-])cc1)N1CCc2ccccc21
  6, -6, 1, -1, -0.1, -1, 0, 3, -0.4
25. CCC[n+]1cn(/C(C(=S)Nc2cccc(Cl)c2C)=C(/[O-])c2ccc(OC)c(OC)c2)c2ccccc21
  -7, -1, -1, 5, -0.2, 5, -2, 3, 1.0
26. CCCn1ncc(CN2CCC(Oc3ccc(C(=O)N4CCCC4)cc3)CC2)c1C
  3, -3, -1, -9, -0.1, -2, 0, 36, 4.0
27. COc1ccc(C2=NS(=O)(=O)N(C)C(C(=O)NCc3ccccc3)=C2)cc1OC
  -3, 3, -1, -2, -0.2, 5, 2, 2, 0.1
28. Cc1c(/C(O)=C2/C(=O)C(=O)N(CCN(C)C)C2c2ccc(C(C)C)cc2)cnn1-c1ccccc1 (configuration not stated)
  0, 10, 5, 1, 0.1, 4, -5, -1, 1.8
29. O=C(CCc1c[nH]c2ccccc12)NCC1COc2ccccc2O1 (configuration not stated)
  5, -2, -3, 0, 0.1, 5, -5, 10, 1.2
30. O=c1c2ccccc2nc(/C=C/c2ccccc2)n1CCCO
  9, 6, -2, -9, -0.1, -1, -1, -8, 1.7

Among those listed so far, these contain fluorine.
The line under a structure holds: proCasp3 act, proCasp7 act, TPT1 inhibitor, core dimer inh, Efflux pump inh, CTSL1 counter, PP1 inh, JMJD2C inh, PP5 primary
7. O=C(CCc1nnc2n(Cc3ccc(F)cc3)c(=O)c3ccccc3n12)NCCN1CCOCC1
  -5, -2, -3, -3, -0.2, 2, -1, 5, -1.9
22. O=C(Nc1ccc(Cl)cc1)N(C1=NCCC1)c1ccc(OC(F)F)cc1
  6, -4, -2, 5, 0.0, 2, -5, 2, -0.3

The list continues:
The line under a structure holds: proCasp3 act, proCasp7 act, TPT1 inhibitor, core dimer inh, Efflux pump inh, CTSL1 counter, PP1 inh, JMJD2C inh, PP5 primary
31. C/C(N)=C(/C#N)C(=O)CSc1nn(-c2ccc(Cl)cc2)c(=S)s1
  8, -5, 0, -1, 0.0, 1, 0, -15, 3.2
32. Cc1c(Cl)cccc1NC(=O)CCC(=O)NNC(=O)CCC(=O)O
  4, 5, -1, -6, 0.1, -1, 0, 2, 1.8
33. COc1ccc(CN/C(C)=C(/C#N)C(N)=O)cc1OC
  7, 11, 5, -6, -0.2, 1, -3, -3, -2.3
34. O=C(CCS(=O)(=O)c1ccccc1)NCCS(=O)(=O)c1ccccc1
  -5, 7, -5, -3, 0.0, 1, -3, -1, -1.0
35. Cc1ccnc(NC(=O)CNC(=O)c2cccs2)c1
  -7, 8, 0, -5, 0.0, -5, -5, 0, 1.2
36. CCCc1nc2ccccc2c(=O)n1-c1ccc(C(=O)OCC)cc1
  3, 6, 2, -2, 0.0, 0, 2, -1, 2.7
37. O=C(CC1(O)C(=O)Nc2ccccc21)c1ccc(-n2cnnn2)cc1 (configuration not stated)
  2, -10, 2, 1, -0.1, -1, -6, 12, -1.6
38. CCc1sc(C(=O)NCc2ccccc2)cc1C
  3, 3, 3, 2, -0.1, 2, -3, 0, -1.4
39. OCCNCCOc1ccc(Cl)c(Cl)c1
  11, -7, -2, -2, -0.1, 2, 0, 14, -1.6
40. CC(=O)c1c(C)[nH]c(C(=O)NCCC2=CCCCC2)c1C
  5, 10, -2, 0, 0.0, -1, 0, 32, -1.6
41. CCc1cc(C(=O)c2ccc(OC)cc2)c(NC(=O)CN2CCCCC2)s1
  4, 6, -3, -4, -0.1, 3, -8, -9, -3.5
42. COCCNC(=S)NN=C1CCC(c2ccccc2)CC1 (configuration not stated)
  2, 3, -2, 1, -0.1, -2, -7, -1, -3.6
